Assay outcomes deposited in PubChem BioAssay by Sanford-Burnham Center for Chemical Genomics.
GPR55 activation = GPR55 agonists via beta-arrestin recruitment, primary screen, imaging, U2OS cells, beta-arrestin-GFP redistribution (AID 1961); G-protein coupled receptor 55 (Homo sapiens); U2OS GPR55 beta-arrestin-GFP redistribution imaging; higher % means a stronger effect; activation, % at 10 µM, or EC50 in µM where a hit was titrated; actives 0.048% (n = 290,000);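 active means activation above 40% with more than 50 cells counted in the well; inconclusive means wells holding fewer than 50 cells, flagged as toxic or sparse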;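 further: U2OS osteosarcoma cells stably expressing GPR55 and beta-arrestin-GFP; plate controls were DMSO negative control for no effect and LPI positive control for full effect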
HIV peptide binding = inhibitors of HIV fusion peptide binding, primary screen, biochemical, uHTS, fluorescence dequenching (AID 1986); cell-free peptide binding, fluorescence dequenching, 30 min; higher % means a stronger effect; actives 0.3% (n = 290,000); inhibition, % at 20 µM, or IC50 in µM where a hit was titrated; in the data active means inhibition mostly above about 52%, no sharp cut-off; inactive means mostly below about 76%; further: some results filed as inactive read as strong as hits
KOR beta-arrestin-1 = KOR antagonists, beta-arrestin recruitment, cell-based, luminescence, uHTS (AID 1778). Kappa-type opioid receptor (Homo sapiens). actives 0.091% (n = 290,000). inhibition, % at 10 µM, or IC50 in µM where a hit was titrated. KOR beta-arrestin recruitment, luminescence, antagonist mode; higher % means a stronger effect; in the data active means inhibition above about 50%; further: strong numbers were not always called active
GPR55 LPI antagonism = GPR55 antagonists blocking LPI-driven arrestin recruitment, primary screen, imaging, U2OS, beta-arrestin-GFP, LPI agonist (AID 2013) | G-protein coupled receptor 55 (Homo sapiens) | U2OS GPR55 beta-arrestin-GFP translocation imaging, LPI antagonism; higher % means a stronger effect | inhibition, % at 10 µM; hits with a dose series show IC50 in µM | actives 0.13% (n = 290,000);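 active means spots per cell inhibited over 60%, with over 100 cells counted and total cytoplasm intensity under 500,000; inconclusive means wells with under 100 cells, flagged as likely toxic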;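 further: U2OS cells stably carrying GPR55 and arrestin-GFP stimulated by 5 µM LPI near EC80; imaged beta-arrestin-GFP aggregate spots per cell after agonist stimulation; plate controls were LPI-stimulated DMSO wells for no effect and DMSO wells without LPI for full effect; some results filed as inactive read as strong as hits; confirmed hits need IC50 under 10 µM and bright autofluorescent wells are also inconclusive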
AID2073 = inhibitors of Mint1-CaV2.2 protein interaction, biochemical, HTRF (AID 2073); HTRF protein-protein interaction, Mint1-CaV2.2; higher % means a stronger effect; inhibition, % at 20 µM, or IC50 in µM where a hit was titrated; actives 0.19% (n = 290,000); in the data active means inhibition mostly above about 51%, no sharp cut-off; inconclusive means no clear call, values can overlap the other calls; inactive means mostly below about 53%; further: some results filed as inactive read as strong as hits
Siah-1 displacement = Siah-1 peptide-binding antagonists, primary screen, biochemical, fluorescence polarization, rhodamine-plectin, uHTS (AID 1817); Siah-1 / rhodamine-plectin peptide fluorescence polarization; higher % means a stronger effect; E3 ubiquitin-protein ligase SIAH1 (Homo sapiens); actives 0.02% (n = 290,000); one-dose displacement, % at 20 µM; IC50 in µM for titrated hits;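 active means displacement of at least 50% at 20 µM, with a fluorescence ratio check between 0.3 and a set limit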;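 further: plate controls were Siah plus tracer with DMSO for no effect and tracer alone without Siah for full effect; strong numbers were not always called active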
GPR35 arrestin U2OS = GPR35 antagonists blocking zaprinast-driven arrestin recruitment, primary screen, imaging, U2OS, beta-arrestin-GFP, zaprinast agonist (AID 2058). G-protein coupled receptor 35 (Homo sapiens). U2OS GPR35 beta-arrestin-GFP translocation imaging, zaprinast antagonism; higher % means a stronger effect. one-dose inhibition, % at 10 µM; IC50 in µM for titrated hits. actives 0.052% (n = 290,000);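 active means inhibition of at least 50% with at least 30 cells and total cytoplasm GFP at most 10,000,000; inconclusive means under 30 cells or total GFP of 10,000,000 plus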
NOD1 NF-kB reporter = NOD1 signaling inhibitors, primary screen, cell-based, luminescence, uHTS (AID 1578); NOD1-driven NF-kB luciferase reporter cells, luminescence; higher % means a stronger effect; one-dose inhibition, % at 4 µM; EC50 in µM for titrated hits; actives 1% (n = 290,000); in the data active means inhibition mostly above about 36%, no sharp cut-off; inactive means mostly below about 34%;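 further: HEK-293T reporter cells stimulated with the NOD1 agonist gamma-tri-DAP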
KOR beta-arrestin-2 = KOR agonists, beta-arrestin recruitment, primary screen, cell-based, luminescence, uHTS (AID 1777); Kappa-type opioid receptor (Homo sapiens); KOR beta-arrestin recruitment, luminescence; higher % means a stronger effect; one-dose activation, % at 10 µM; EC50 in µM for titrated hits; actives 0.02% (n = 280,000); in the data active means activation above about 50%, passing the limit was not always enough; further: a part of the inactive calls stands beside numbers as strong as those of hits
An asterisk follows results filed as active; u = inconclusive; [ ] = dose if it differs, or a comment. These rows are one share of the data. The share of hits here may be higher or lower than overall.

SMILES	GPR55 activation	HIV peptide binding	KOR beta-arrestin-1	GPR55 LPI antagonism	AID2073	Siah-1 displacement	GPR35 arrestin U2OS	NOD1 NF-kB reporter	KOR beta-arrestin-2
COC(=O)C1C(O)=C(C(C)=N)C(=O)CC1(C)C (configuration not stated)	-0.2%	-2.0%	1%	2%	2%	2%	17%	-6%	1.9%
CCOC(=O)c1ccc(-c2cccc(C(F)(F)F)c2)nc1C	-0.3%	-1.0%	-10%	-6%	-9%	6%	-11%	-7%	-1.9%
C/C(=C/CCC(C)[C@H]1CC[C@@]2(C)C3=C(CC[C@]12C)[C@@]1(C)CCC(=O)C(C)(C)[C@@H]1CC3)C(=O)O (some centres not stated)	1.6%	36%	4%	20%	-4%	22%	18%	2%	0.0%
Cc1ccccc1Cc1c(C)nc2nc(SCC(=O)NCCCN3CCCCC3)nn2c1C	-0.2%	2.2%	-61%	2%	-4%	2%	-1%	-2%	12%
COC(=O)c1ccc(-c2nc(O)c(C)s2)cc1	0.2%	0.8%	7%[20 µM]	-4%	16%	-3%	-11%	-39%	-0.8%
Cc1ccc(OCC(=O)N/N=C\c2ccc(O)cc2)c([N+](=O)[O-])c1	-0.3%	-2.9%	-32%	-6%	-10%	-2%	-7%	8%	-1.5%
COc1ccc(-c2ccc(CCC(=O)O)n2C(C)C)cc1	0.0%	4.4%	7%	3%	-6%	-1%	8%	-20%	1.3%
CCC(C)[C@H](N)c1cn([C@@H](CCCCN)C(=O)N2CCNCC2)nn1 (some centres not stated)	0.3%	0.8%	11%	4%	5%	7%	15%	-22%	1.9%
C/C(=N\O)C1(C)N(O)C(C)(C)C(c2ccco2)=[N+]1[O-] (configuration not stated)	-0.1%	-1.1%	25%	0%	-10%	7%	3%	-34%	-2.6%
CC(=O)Nc1ccc(S(=O)(=O)Nc2nc3ccccc3nc2N2CCc3ccccc3C2)cc1	-0.2%	1.1%	12%	9%	19%	-2%	6%	-41%	19%
CSc1nc2c(cnn2-c2ccc(C)c(C)c2)c(=O)[nH]1	-0.2%	29%	-5%	11%	1%	3%	12%	-37%	-8.1%
Cc1cccc(N2N=C(C(=O)Nc3nc(C)cs3)CCC2=O)c1	-0.1%	1.1%	-4%	15%	3%	-1%	-5%	-35%	2.0%
COc1ccc(/C=C2\SC(=S)N(CCC(=O)N(CCO)Cc3ccccc3)C2=O)cc1OC	0.0%	11%	12%	0%	25%	-2%	-18%	4%	-3.1%
COc1ccc(C(C)=O)cc1COc1ccc(Cl)c(C)c1	0.2%	0.5%	8%	3%	-20%	2%	11%	-12%	-3.1%
COc1ccccc1NC(=O)c1ccc2nc(C)sc2c1	-0.2%	2.9%	-11%	-6%	-2%	5%	15%	-48%	-2.8%
O=C(O)c1cc(-c2ccc(Cl)c(Cl)c2)n(-c2ccccc2)n1	0.0%	6.5%	-11%	4%	16%	2%	17%	-9%	1.6%
CCOC(=O)Cn1nc(C)c([N+](=O)[O-])c1C	-0.6%	4.2%	-19%	1%	0%	-3%	3%	-7%	0.6%
Cc1ccc2c(c1)c(-c1csc(N)n1)c(C)n2C	0.4%	-1.2%	27%	5%	-5%	-2%	8%	-5%	-4.2%
CCC(=O)N1CCc2cc(S(=O)(=O)CCC(=O)NCc3ccc4c(c3)OCO4)ccc21	0.1%	-1.4%	-29%	6%	-7%	7%	10%	2%	-5.7%
COCCC(=O)N1CCC(Oc2ccc(C(=O)N3C[C@H]4CC[C@H]3C4)cc2)CC1	-0.1%	1.4%	-28%	23%	-6%	24%	-1%	-33%	-1.8%
Cc1nc2c(C)cccc2c(SC(=N)N)c1CC=C(Cl)Cl	0.6%	3.5%	19%	11%	12%	-1%	-2%	0%	2.7%
Cc1ccc2nc(-c3ccccc3)c(CC(=O)O)c(C(=O)O)c2c1	-0.1%	0.5%	-28%	4%	6%	2%	-3%	-20%	-2.8%
COc1ccc(CCNC(=O)CN(c2cc([N+](=O)[O-])ccc2OC)S(C)(=O)=O)cc1	-0.2%	1.3%	-11%[20 µM]	-6%	-2%	7%	-9%	-17%	0.2%
COc1cccc2sc(Nc3nc(-c4cc5ccccc5oc4=O)cs3)nc12	-0.2%	14%	-2%	-10%	33%	-10%	-22%	-8%	0.5%

One compound at a time, as listed above.
CCC(=O)N1CCc2cc(S(=O)(=O)CCC(=O)NCc3ccc4c(c3)OCO4)ccc21 in the list: GPR55 activation = 0.1%; HIV peptide binding = -1.4%; KOR beta-arrestin-1 = -29%; GPR55 LPI antagonism = 6%; AID2073 = -7%; Siah-1 displacement = 7%; GPR35 arrestin U2OS = 10%; NOD1 NF-kB reporter = 2%; KOR beta-arrestin-2 = -5.7%
COc1ccccc1NC(=O)c1ccc2nc(C)sc2c1 in the list: GPR55 activation = -0.2%; HIV peptide binding = 2.9%; KOR beta-arrestin-1 = -11%; GPR55 LPI antagonism = -6%; AID2073 = -2%; Siah-1 displacement = 5%; GPR35 arrestin U2OS = 15%; NOD1 NF-kB reporter = -48%; KOR beta-arrestin-2 = -2.8%

(listing goes on)
SMILES	GPR55 activation	HIV peptide binding	KOR beta-arrestin-1	GPR55 LPI antagonism	AID2073	Siah-1 displacement	GPR35 arrestin U2OS	NOD1 NF-kB reporter	KOR beta-arrestin-2
O=C(OCC(=O)N(C1CCCCC1)C1CCCCC1)c1ccccc1O	0.0%	0.6%	-20%	4%	-5%	0%	4%	3%	2.0%
CCCn1c(SCC(=O)N2CCN(CC)CC2)nc2c1c(=O)n(C)c(=O)n2C	-0.2%	-0.7%	-6%	1%	8%	2%	1%	-10%	3.6%
O=C(Nc1ccccc1C(F)(F)F)c1cc(-c2ccc(O)cc2)on1	-0.1%	5.3%	15%	0%	7%	0%	-11%	-40%	3.9%
C/C(N)=C(/C#N)C(=O)COc1ncnc2ccc(Br)cc12	0.6%	1.5%	16%	7%	1%	2%	0%	0%	-1.5%
COc1ccccc1CNC(=O)C1CCCN(S(=O)(=O)c2c(C)[nH]c(=O)[nH]c2=O)C1 (configuration not stated)	0.3%	-0.6%	-14%	-10%	5%	-1%	8%	1%	-0.8%
O=C(c1ccccc1)N1N=C(c2ccccc2O)CC1c1ccccc1 (configuration not stated)	0.0%	-0.7%	-9%	8%	24%	11%	1%	4%	-1.5%
Cn1c(=O)[nH]c(=O)c2c1nc(N1CCCCC1)n2CCSc1nc2ccccc2o1	-0.1%	2.0%	12%	-1%	0%	0%	0%	-2%	16%
COc1ccc(NC(=O)CCNS(=O)(=O)c2ccc3c(c2)CCC(=O)N3)cc1	-0.1%	-1.9%	-14%	21%	-1%	8%	-7%	2%	-0.4%
COc1ccc(N2CCN(C(=S)NC(C)c3ccccc3)CC2)cc1 (configuration not stated)	-0.5%	-1.8%	15%	-1%	-5%	-8%	3%	-36%	-0.2%
CCOC(=O)c1ccc(NC(=S)Nc2cccc(N)n2)cc1	0.3%	-0.7%	26%	-2%	-14%	-5%	-1%	-13%	1.3%
O=S(=O)(c1ccc2nc(N3CCN(c4ccccc4F)CC3)ccc2c1)N1CCCCC1	-0.1%	-0.9%	13%	-4%	35%	4%	-6%	-16%	-0.9%
O=C(NCCN1C(=O)C2C3C=CC(C3)C2C1=O)NCc1ccccc1 (configuration not stated)	0.3%	0.8%	-17%	-9%	-3%	2%	12%	6%	0.4%
CC(=O)N1C(=O)NC2=C(C(=O)CCC2)C1c1cccc([N+](=O)[O-])c1 (configuration not stated)	0.7%	-0.9%	-19%	16%	-5%	0%	-7%	-13%	3.3%
COC(=O)c1ccc2nc(NC(=O)C3CCCCC3)sc2c1	1.4%	6.3%	-1%	5%	42%	8%	8%	-69%	3.8%
CCN(CC)C(=O)CN1C(=O)C(=O)c2ccccc21	0.3%	-1.1%	7%	-2%	8%	-1%	-12%	18%	-1.8%
CCOC(=O)C(C)Sc1ncnc2c1c(-c1ccccc1)cn2-c1ccc(OC)cc1 (configuration not stated)	0.2%	-0.9%	13%	14%	8%	5%	-7%	16%	-4.8%
Cc1ccc(O)c(C(=O)c2cnc3c(c2)CN(CCC(C)C)C(=O)N3)c1	0.1%	2.5%	-31%	1%	-6%	-3%	-10%	-1%	19%
Cc1ccc2cc(CN(CC3CCCO3)C(=S)NCc3ccco3)c(=O)[nH]c2c1C (configuration not stated)	-0.2%	12%	-2%	0%	u	0%	-1%	2%	-3.9%
CCN(CC)C(=O)C1CC(=O)OC12CCCCC2 (configuration not stated)	-0.2%	0.5%	-6%	6%	-7%	4%	4%	-18%	-5.4%
Cc1ccc(C)c(N2CCN(C(=O)c3cn(C)c4ccc(S(=O)(=O)N(C)C)cc4c3=O)CC2)c1	-0.2%	1.2%	-12%	11%	-2%	-3%	-10%	-3%	-7.3%
COC(=O)c1ccccc1NC(=O)c1nc(S(=O)(=O)Cc2ccccc2)ncc1Cl	0.0%	-2.0%	-6%	10%	-3%	5%	16%	46%	2.5%
O=C(NC(Cc1ccccc1)C(=O)O)/C(=C/c1ccccc1)NC(=O)c1ccco1 (configuration not stated)	-0.1%	1.3%	4%	1%	12%	3%	-4%	16%	-0.9%
Cc1c(F)cccc1NS(=O)(=O)c1ccc2c(c1)c(=O)n(C)c(=O)n2C	0.6%	-0.4%	-52%	1%	-9%	3%	0%	-28%	1.4%
CC(=O)c1ccc(Nc2cc(C)nc3ncnn23)cc1	0.5%	1.8%	-38%[20 µM]	-16%	1%	3%	13%	-22%	-7.0%
CCOC(=O)N1CCC(NC(=O)CCC(=O)c2ccccc2)CC1	0.0%	-1.2%	21%	2%	1%	2%	-11%	-17%	-1.9%
CCCC(=O)Nc1nc(C)c(-c2csc(Nc3ccc(Cl)cc3)n2)s1	-0.1%	12%	-14%	38%	4%	-2%	-8%	-2%	2.7%
Oc1cc(-n2cccn2)c(O)cc1-n1cccn1	0.6%	-0.8%	3%	12%	19%	6%	8%	-6%	3.1%
CC(=O)N1CCOc2ccc(S(=O)(=O)Nc3ccc(Cl)cn3)cc21	-0.1%	-0.8%	-33%	-3%	17%	0%	6%	-11%	-0.3%
O=C(Nc1ccc(F)c(Cl)c1)N1CCCC1	0.0%	1.4%	-15%	14%	5%	4%	-6%	-17%	-2.2%
CC(C)C(NS(=O)(=O)c1ccccc1)C(=O)N1CCN(C(=O)c2ccco2)CC1 (configuration not stated)	0.2%	-1.3%	-19%	-1%	0%	14%	-3%	-20%	1.3%
Cc1cccc(NC(=O)c2ccc3nc(N4CCOCC4)sc3c2)c1C	-0.1%	-1.1%	-12%[20 µM]	12%	14%	-6%	9%	1%	-8.4%
